NCI-60 one-dose screen, 48 h, at 10 µM unless noted. Numbers give growth in % (100 = growth as untreated, 0 = no growth, -100 = all killed).
SK-OV-3 – SK-OV-3 ovarian cancer cells. hit rate 3.2% among 80,000
NCI-H226 – NCI-H226 lung cancer; hit rate 3.5% among 79,000
OVCAR-3 – OVCAR-3 ovarian cancer. hit rate 7% among 79,000. AID 1794787
IGROV1 – IGROV1 ovarian cancer; hit rate 4.7% among 79,000; AID 1794786
OVCAR-5 – OVCAR-5 ovarian cancer. hit rate 2.9% among 82,000. AID 1794783
NCI/ADR-RES – NCI/ADR-RES ovarian cells; hit rate 4.4% among 81,000; AID 1794790
OVCAR-4 – OVCAR-4 ovarian cancer cells; hit rate 3.7% among 80,000
NCI-H23 – NCI-H23 lung cancer | hit rate 4% among 80,000 | AID 1794731
SN12C – SN12C renal cancer cells; hit rate 3.8% among 81,000; AID 1794767
* = called active by the depositor; x = not tested or not shown; & = joins results of further samples. How the source made its calls: active means growth percent below 10; inactive means the rest.

A first look (2 entries):
1. O=c1[nH]cnc2c1cnn2Cc1ccccc1
2. COc1ccc2c(c1)/C(=C\c1c[nH]c3ccccc13)C(=O)N2
screen / no.,1,2
SK-OV-3,89.4,88.8
NCI-H226,88.0,93.1
OVCAR-3,112.2,85.2
IGROV1,109.3,62.5
OVCAR-5,101.3,94.7
NCI/ADR-RES,106.5,91.0
OVCAR-4,109.2,68.8
NCI-H23,97.2,76.0
SN12C,98.7,76.2

The listing, from the first entry:
1. O=c1[nH]cnc2c1cnn2Cc1ccccc1
2. COc1ccc2c(c1)/C(=C\c1c[nH]c3ccccc13)C(=O)N2
3. O=C(O)c1cn(C2CC2)c2cc(N3CCN(C(=O)CCCN4C(=O)S/C(=C\c5ccc([N+](=O)[O-])cc5)C4=O)CC3)c(F)cc2c1=O
4. CCCCCCCc1nc(C#N)c(NCc2ccc(C)cc2)o1
5. CCOC(=O)c1c(NC(=O)CSc2nnc(C(C)c3ccc(CC(C)C)cc3)n2-c2ccccc2)sc(C)c1C (stereo not given)
screen / no.,1,2,3,4,5
SK-OV-3,89.4,88.8,114.7,103.7,79.9
NCI-H226,88.0,93.1,94.2,103.8,76.2
OVCAR-3,112.2,85.2,105.3,104.9,76.3
IGROV1,109.3,62.5,84.1,96.7,58.6
OVCAR-5,101.3,94.7,93.4,87.3,89.3
NCI/ADR-RES,106.5,91.0,107.9,103.9,67.7
OVCAR-4,109.2,68.8,86.3,102.4,54.6
NCI-H23,97.2,76.0,93.8,104.2,77.4
SN12C,98.7,76.2,91.3,110.9,71.6

6. O=C1NC(=NCCCO)S/C1=C\c1cccs1
7. Cc1ccc2c(c1)Nc1ccc(C)cc1C2(C)C
8. CC(=O)C1C(=O)C(=O)N(c2cccc(C)c2C)C1=O (stereo not given)
9. COc1ccc(C(=O)NN2CC(C)OC(C)C2)cc1OC1CCCC1 (stereo not given)
10. Cc1cc(C)c(S(=O)O)c(C)c1
screen / no.,6,7,8,9,10
SK-OV-3,107.5,82.2,93.8,x,x
NCI-H226,101.8,98.3,106.5,x,99.0
OVCAR-3,111.5,97.7,93.7,111.3,120.2
IGROV1,105.3,105.8,103.8,107.7,128.7
OVCAR-5,109.2,105.0,99.8,102.5,113.8
NCI/ADR-RES,103.9,105.3,99.8,113.6,97.0
OVCAR-4,103.1,92.3,97.9,99.8,110.7
NCI-H23,101.6,94.9,96.8,110.2,x
SN12C,100.9,103.3,108.7,102.3,108.5

11. CC(=O)Nc1ccc(Cl)cc1-c1ccccc1
12. CC(C)(C)CC(C)(C)NCc1ccccc1
13. COc1ccc2occ(C3=C(c4c[nH]c5ccccc45)C(=O)N(O)C3=O)c2c1
14. O=C(Nc1ccc(N=Nc2ccc(S(=O)(=O)O)cc2)cc1)c1ccc(N=Nc2cc(S(=O)(=O)O)c3ccccc3c2O)cc1
15. O=C(C1=C(O)C(=O)N(c2nncs2)C1c1cccc(Br)c1)c1cccs1 (stereo not given)
screen / no.,11,12,13,14,15
SK-OV-3,106.4,118.5,88.7,109.7,103.9
NCI-H226,75.2,104.6,78.7,98.1,90.4
OVCAR-3,105.8,113.1,98.9,110.9,101.9
IGROV1,87.3,108.4,91.3,98.9,78.4
OVCAR-5,96.5,103.5,104.5,106.3,82.4
NCI/ADR-RES,86.5,111.4,99.1,97.4,94.8
OVCAR-4,97.5,119.1,111.7,x,126.9
NCI-H23,73.0,112.0,86.3,88.5,102.4
SN12C,61.0,108.8,95.9,103.5,90.5

16. CC(=O)O[C@H]1CO[C@@H]2C(Oc3ccnc(NC4CCN(S(=O)(=O)c5ccc(C)cc5)CC4)n3)CO[C@H]12 (stereo not given in full)
17. C[N+](C)(C)CCS(=O)(=O)[O-]
18. CCCCCOc1cccc(/C=C2\N=C3SCCCN3C2=O)c1
19. COc1cc2c(cc1OC)C[N+](C)(C)CC2
20. CC1CN(CC(O)c2ccc(Br)cc2)CCO1 (stereo not given)
screen / no.,16,17,18,19,20
SK-OV-3,109.4,105.7,98.0,103.2,112.4
NCI-H226,90.0,117.9,97.5,97.0,108.5
OVCAR-3,107.4,120.5,99.2,118.0,107.4
IGROV1,99.9,105.7,91.4,102.3,108.6
OVCAR-5,102.6,110.0,103.8,101.4,102.6
NCI/ADR-RES,93.9,114.1,102.5,100.1,108.2
OVCAR-4,104.8,x,95.6,106.2,115.9
NCI-H23,99.8,113.0,102.5,102.5,103.8
SN12C,97.6,90.1,95.9,94.1,109.8

21. O=C1NC(=NC23CC4CC(CC(C4)C2)C3)N/C1=C\c1ccc2ncoc2c1
22. COc1ccc(NC(=O)Nc2nc(N)n(-c3ccc(S(N)(=O)=O)cc3)n2)cc1
23. S=c1sc2ccccc2n1CN1CCCCC1
24. CC1C=CN(N(C)C)C(C#N)(C#N)C1(C#N)C#N (stereo not given)
25. CC1(C)CC[C@]23CC[C@]4(C)[C@H](CC[C@@H]5[C@H]6c7c([nH]c8ccccc8c7=O)C(C)(C)[C@@H]6CC[C@]54C)[C@H]2C1OC3=O
screen / no.,21,22,23,24,25
SK-OV-3,26.8,104.9,94.5,93.5,96.7
NCI-H226,21.4,92.1,92.9,94.6,106.3
OVCAR-3,24.1,95.8,93.3,105.2,87.6
IGROV1,3.6*,94.2,104.7,102.3,104.5
OVCAR-5,-14.4*,99.6,85.0,94.7,111.3
NCI/ADR-RES,4.6*,106.7,93.4,106.3,95.2
OVCAR-4,13.4,111.2,x,108.9,87.3
NCI-H23,-49.7*,96.3,95.9,100.3,98.9
SN12C,2.8*,88.6,108.7,107.3,102.8

26. CC(O)C(NC(=O)C1CCCN1C(=O)CNC(=O)C1CC(=O)NCC(=O)NC(Cc2c[nH]c3ccccc23)C(=O)NC(Cc2ccc(O)cc2)C(=O)NCC(=O)NC(CO)C(=O)NC(CCC(N)=O)C(=O)NC(Cc2c[nH]c3ccccc23)C(=O)N1)C(=O)NCC(=O)NC(CCC(N)=O)C(=O)NC(CCCNC(=N)N)C(=O)NC(CC(=O)O)C(=O)O (stereo not given)
27. CC(=O)Nc1ccc(C(=O)C=O)cc1
28. COc1ccc(C(C)=O)c(C)c1OC
29. CCOC(=O)C1=C(Nc2ccccc2)CSC1
30. O=C(/C=C/c1cccc2ccccc12)c1ccc(NC(=O)c2ccccc2CN2C(=O)c3ccccc3C2=O)cc1
screen / no.,26,27,28,29,30
SK-OV-3,106.2,112.9,107.4,109.2,82.3
NCI-H226,106.8,91.5,96.8,x,93.4
OVCAR-3,101.9,104.0,105.2,114.7,34.7
IGROV1,105.4,128.8,104.0,94.8,79.1
OVCAR-5,109.6,108.6,110.8,105.2,96.6
NCI/ADR-RES,103.8,113.9,102.4,106.9,61.0
OVCAR-4,99.8,107.1,107.8,106.3,58.7
NCI-H23,x,102.3,96.5,106.4,67.3
SN12C,100.5,92.8,98.2,110.4,80.3

31. O=C(O)c1cc(Cl)ccc1O
32. CC(=O)/C(N=Nc1ccc(S(=O)(=O)c2ccc(N=N/C(C(C)=O)=C(/C)O)cc2)cc1)=C(\C)O
33. NS(=O)(=O)c1ccc(OCCOc2ccc(S(N)(=O)=O)cc2)cc1
34. Cc1c(C(=O)c2ccccc2)cc(C(=O)NCc2cccc(Cl)c2)n1Cc1ccc(Cl)cc1
35. CC(C)=CCCC(C)C1=C(O)C(=O)C(C)=CC1=O (stereo not given)
screen / no.,31,32,33,34,35
SK-OV-3,101.3,112.4,96.0,81.1,97.8
NCI-H226,84.9,114.3,89.0,66.5,94.8
OVCAR-3,109.3,104.5,106.1,83.8,-12.5*
IGROV1,93.2,92.9,92.2,86.2,-75.7*
OVCAR-5,81.4,110.2,99.3,104.3,97.4
NCI/ADR-RES,93.8,102.4,102.8,73.7,95.0
OVCAR-4,97.0,106.5,107.1,79.3,x
NCI-H23,83.6,97.6,99.2,91.2,97.0
SN12C,97.5,109.7,x,88.8,106.1

36. CC(Br)C(=O)Nc1ccc(S(=O)(=O)NCCO)cc1 (stereo not given)
37. O=C(/C=C/Nc1ccc(S(=O)(=O)O)cc1)c1ccc(F)cc1
38. CC(=O)c1cccc(/C(N)=N/C(N)=N/c2nc3ccccc3s2)c1
39. CCCCCCOCCOCCCN1C(=O)C2C3C=CC(C3)C2(Cl)C1=O (stereo not given)
40. Cc1ccc(S(=O)(=O)OCCCOS(=O)(=O)c2ccc(C)cc2)cc1
screen / no.,36,37,38,39,40
SK-OV-3,100.5,117.3,110.4,93.7,115.2
NCI-H226,99.8,98.5,97.9,x,107.3
OVCAR-3,113.7,x,109.8,105.5,106.8
IGROV1,95.4,109.3,97.5,98.5,76.1
OVCAR-5,86.9,102.7,109.7,103.7,125.4
NCI/ADR-RES,108.3,97.3,97.4,83.6,116.3
OVCAR-4,110.4,104.5,94.5,96.8,100.0
NCI-H23,101.7,95.9,91.2,89.3,104.8
SN12C,94.1,104.8,95.0,100.6,98.1

41. O=C(Nc1cccnc1Nc1ccc(Cl)cc1)c1cn(Cc2cccc(Oc3ccccc3)c2)nn1
42. c1cnc2ccc3c(c2c1)COCO3
43. O=C(NC1CCCCC1)C(c1ccc(F)cc1)N(C(=O)C1CCc2cc(F)ccc2O1)c1ccc(F)cc1F (stereo not given)
44. COC1=CC(c2ccc[nH]2)=N/C1=C\c1[nH]c(C)c(C(=O)OCCn2cc(CCC[C@@H]3Cc4cc(O)ccc4C4CC[C@]5(C)[C@@H](O)CC[C@H]5C43)nn2)c1C (stereo not given in full)
45. Oc1cc(-c2nc3ccccc3o2)c(O)cc1-c1nc2ccccc2o1
screen / no.,41,42,43,44,45
SK-OV-3,53.0,100.4,106.9,92.4,95.6
NCI-H226,55.9,103.1,77.9,85.7,88.0
OVCAR-3,30.7,121.3,100.8,85.5,115.7
IGROV1,77.6,127.3,92.5,95.7,x
OVCAR-5,100.7,98.0,103.4,88.9,121.9
NCI/ADR-RES,14.4,116.6,88.3,83.2,112.7
OVCAR-4,83.9,109.2,58.1,x,106.7
NCI-H23,63.0,107.4,87.5,80.8,97.8
SN12C,46.4,115.6,88.0,x,104.2

46. O=C1CC(=O)N(C2=NC(c3cccc([N+](=O)[O-])c3)c3sc4ccc(Cl)cc4c3N2)N1 (stereo not given)
47. COc1ccc(/C=C(/C(=O)c2ccc(Cl)cc2)C(=O)C(F)(F)F)cc1
48. O=C(NCc1ccco1)Nc1cccc([N+](=O)[O-])c1
49. O=C(Nc1nc2ccc(C(=O)N3CCN(c4ccc(Cl)c(Cl)c4)CC3)cc2s1)c1ccc(NCCc2ccccc2)c([N+](=O)[O-])c1
50. c1ccc2c(OCCCN3CCOCC3)c3oc4ccccc4c3nc2c1
51. CC(C)(C)C1=CC(=O)C(C(C)(C)C)=CC1=O
52. O=C(O)C(=O)O
53. CC(=O)c1cccc(NC(=O)c2ccc(C(=O)Nc3cccc(C(C)=O)c3)cc2)c1
screen / no.,46,47,48,49,50,51,52,53
SK-OV-3,98.7,100.0,105.4,106.9,71.4,102.3&93.6,95.7,106.0
NCI-H226,80.6,99.9,103.6,87.8,44.4,102.0&90.3,96.6,102.6
OVCAR-3,106.5,98.7,117.4,111.3,96.6,110.0&111.2,113.8,121.6
IGROV1,80.4,96.0,105.2,82.0,45.6,110.0&95.5,x,109.9
OVCAR-5,102.6,102.7,92.3,91.3,50.0,108.6,56.8,99.4
NCI/ADR-RES,102.9,95.8,92.2,101.3,44.9,108.2,-36.5*,115.5
OVCAR-4,111.5,96.3,113.2,87.3,74.0,117.8&93.3,99.8,116.8
NCI-H23,85.3,91.4,94.1,93.3,x,102.9&84.3,15.2,x
SN12C,97.2,98.0,134.5,93.3,40.9,102.0&93.7,105.7,104.4

Whole records as entered above. Values in the order: SK-OV-3, NCI-H226, OVCAR-3, IGROV1, OVCAR-5, NCI/ADR-RES, OVCAR-4, NCI-H23, SN12C
`CC(=O)C1C(=O)C(=O)N(c2cccc(C)c2C)C1=O` (stereo not given) as listed: 93.8, 106.5, 93.7, 103.8, 99.8, 99.8, 97.9, 96.8, 108.7
`O=C(O)C(=O)O` as listed: 95.7, 96.6, 113.8, x, 56.8, -36.5*, 99.8, 15.2, 105.7
`COc1ccc(C(C)=O)c(C)c1OC` as listed: 107.4, 96.8, 105.2, 104.0, 110.8, 102.4, 107.8, 96.5, 98.2
